Fh CTSL1 inh: Fasciola hepatica cathepsin L1 inhibitors, primary screen, counter-screen for PFM18AAP inhibitor project, biochemical, QFRET, fluorogenic peptide substrate; recombinant F. hepatica cathepsin L1, Z-Leu-Arg-MCA fluorescence; inhibition, % at 5.96 µM; hit rate 0.49% among 300,000; AID 1906, 2009;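 active = inhibition above the mean of all tested compounds plus 3 SD, set per screening campaign, cut at about 17% in these data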;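 also: 0% = plate median of test compound wells and 100% = 1 µM Z-Phe-Ala-diazomethylketone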
TPT1 inh: Candida albicans TPT1 enzyme inhibitors, primary screen, biochemical, fluorescence polarization. tRNA 2'-phosphotransferase TPT1 (Candida albicans SC5314). recombinant caTPT1, FP RNA substrate dephosphorylation. inhibition, % at 5 µM. hit rate 0.81% among 300,000. AID 1962, 2009;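 active = inhibition above the mean of all tested compounds plus 3 SD, set per screening campaign, cut at about 24% in these data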;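 also: plate controls were DMSO alone for no effect and ferristatin control at 100 nM for full effect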
PAFAH2 FP inh: PAFAH2 enzyme inhibitors, primary screen, biochemical, fluorescence polarization, human | inhibition, % at 3.39 µM | hit rate 0.99% among 340,000 | recombinant PAFAH2, FP-rhodamine activity probe;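 active = inhibition above the mean over all tested compounds plus 3 SD, cut at about 30% in these data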;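 also: inhibitors block probe labeling of enzyme so polarization drops; 0% = enzyme with DMSO and 100% = wells lacking PAFAH2 protein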
PP5 inh: PP5 phosphatase inhibitors, primary screen, biochemical, fluorescence; Serine/threonine-protein phosphatase 5 (Homo sapiens), P53041; purified PP5c, OMFP substrate fluorescence; inhibition, % at 6.7 µM; hit rate 0.18% among 320,000; AID 1987, 2009;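 active = inhibition above the campaign's mean inhibition across all tested compounds plus 3 SD, cut at about 9.5% in these data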;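 also: 0% = DMSO only and 100% = 100 µM cantharidin control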
AHR act: AHR activators, primary screen, cell-based, luminescence, luciferase reporter, human. Aryl hydrocarbon receptor (Homo sapiens), P35869. activation, % at 5 µM. hit rate 2.5% among 320,000. AHR-responsive luciferase reporter cells; in the data active = activation above about 47%;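 also: 0% = vehicle wells and 100% = reference agonist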
PP1 inh: PP1-alpha phosphatase inhibitors, primary screen, counter-screen for PP5 inhibitor project, biochemical, fluorescence, OMFP substrate, single point; AID 2235, 2010; purified PP1alpha; inhibition, % at 6.7 µM; Serine/threonine-protein phosphatase PP1-alpha catalytic subunit (Homo sapiens), P62136; hit rate 0.9% among 320,000;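 active = inhibition above the mean inhibition of all tested compounds plus 3 SD, computed separately for each screening campaign, cut at about 15% in these data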
Target sequence (P62136 whole entry, looked up): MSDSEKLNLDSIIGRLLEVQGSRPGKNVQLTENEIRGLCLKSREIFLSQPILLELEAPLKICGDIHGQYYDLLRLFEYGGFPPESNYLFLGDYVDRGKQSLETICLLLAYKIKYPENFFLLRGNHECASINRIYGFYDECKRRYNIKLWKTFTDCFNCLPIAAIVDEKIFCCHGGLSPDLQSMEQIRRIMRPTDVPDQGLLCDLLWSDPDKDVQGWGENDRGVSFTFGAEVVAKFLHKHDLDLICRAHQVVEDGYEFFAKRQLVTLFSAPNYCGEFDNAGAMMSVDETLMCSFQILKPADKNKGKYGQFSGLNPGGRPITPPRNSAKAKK
HCV core dimer: inhibitors of HCV core protein dimerization, primary screen, biochemical, TR-FRET, high-throughput; TR-FRET GST/Flag-core106 dimerization, 1536-well; inhibition, % at 5 µM; hit rate 0.33% among 300,000;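 active = inhibition above the mean of all tested compounds plus 3 SD, set per screening campaign, cut at about 45% in these data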
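System – GST-tagged and Flag-tagged HCV core protein residues 1-106 · Repeats – one well for each compound · Technique – TR-FRET 671 and 617 nm emission · Doses – one concentration, 5 µM, in 0.5% DMSO · Times – 4 h, 22.5 °C incubation · Also added – Eu donor and XL665 acceptor anti-tag antibodies · Measure – percent inhibition of core106 dimerization signal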
proCasp3 act: activators of human procaspase-3 D3A mutant, primary screen, biochemical, absorbance, PC-3 D3A mutant, single concentration; activation, % at 8.5 µM; hit rate 0.11% among 330,000; recombinant procaspase-3 D3A, Ac-DEVD-pNA absorbance 405 nm; AID 463141, 2010;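 active = activation above the mean of all tested compounds plus 3 SD, cut at about 21% in these data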;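 also: 0% = DMSO alone and 100% = DMSO wells spiked with extra 5 µM PC-3 D3A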
Target sequence (P42574 whole entry D9A/D28A/D175A): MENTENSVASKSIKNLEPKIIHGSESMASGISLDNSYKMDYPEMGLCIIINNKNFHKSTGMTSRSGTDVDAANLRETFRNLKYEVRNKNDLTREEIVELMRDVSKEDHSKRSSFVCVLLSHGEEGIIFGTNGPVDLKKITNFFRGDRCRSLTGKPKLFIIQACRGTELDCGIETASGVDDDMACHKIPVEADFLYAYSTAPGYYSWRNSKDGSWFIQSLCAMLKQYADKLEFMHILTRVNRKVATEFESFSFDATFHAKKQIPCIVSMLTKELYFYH
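Evaluation: percent activation relative to control range; Material: Procaspase-3 D3A mutant, all three cleavage aspartates alanine; Compound: single dose, 8.5 µM nominal compound, 0.8% DMSO; Replication: one well per compound; Signal: absorbance at 405 nm, 0 and 120 min; Schedule: 1 h preincubation plus 2 h reaction at 25 °C.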
procasp7 counter: procaspase-7 activators, primary screen, counter-screen for procaspase-3 activator project, biochemical, absorbance, HTS, human | Caspase-7 (Homo sapiens), P55210 | recombinant procaspase-7, Ac-DEVD-pNA absorbance 405 nm; D23A/D198A/D206A triple mutant, cannot self-cleave; scale: DMSO 0, 5 µM enzyme 100 | activation, % at 8.5 µM | hit rate 0.093% among 330,000 | AID 463210, 2010;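 active = percent activation above the screen-wide mean plus 3 SD, cut at about 25% in these data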
Target sequence (P55210 whole entry D23A/D198A/D206A): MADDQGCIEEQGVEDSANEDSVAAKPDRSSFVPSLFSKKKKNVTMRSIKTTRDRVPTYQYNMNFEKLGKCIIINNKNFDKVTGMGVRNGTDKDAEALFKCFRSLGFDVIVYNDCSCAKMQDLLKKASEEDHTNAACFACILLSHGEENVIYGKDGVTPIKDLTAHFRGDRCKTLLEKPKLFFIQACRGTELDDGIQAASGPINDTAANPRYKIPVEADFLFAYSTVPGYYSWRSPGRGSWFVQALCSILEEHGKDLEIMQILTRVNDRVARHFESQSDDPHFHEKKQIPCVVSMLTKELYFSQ
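Assay system: Uncleavable procaspase-7 mutant enzyme | Input: 2 µM procaspase-7 mutant as dispensed | Timing: 1 h compound preincubation, 2 h substrate cleavage, 25 °C | Repeats: One well per compound | Control set: DMSO wells as 0%, DMSO with 5 µM added PC-7 as 100% | Technique: Epi-absorbance of released pNA at 405 nm, two timepoints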
* = called active by the depositor; nt = no result given. Rows were taken by chance; overall some 5.6% were active at least once.

#	SMILES	Fh CTSL1 inh	TPT1 inh	PAFAH2 FP inh	PP5 inh	AHR act
1	Cc1ccc(-c2c[n+](CC(=O)Nc3c(C)cccc3C)c3n2CCC3)cc1	-4	0	nt	1.3	-4
2	CC(=O)Nc1ccc(NC(=O)N2CCCCC2)cc1	20*	0	7	-1.1	-1
3	COCCNC(=O)c1cc2c(=O)[nH]c3ccccc3c2s1	7	-2	-4	-8.1	1
4	Cc1ccc(CN(C(=O)c2ccco2)C(C(=O)NC2CCCC2)c2ccc(N3CCOCC3)cc2)cc1 (stereo not drawn)	-6	-2	4	-0.6	4
5	NS(=O)(=O)c1ccc(CCNC(=O)CSc2ccc(Cl)cc2Cl)cc1	3	1	8	1.0	0
6	O=C(COC(=O)/C=C/c1ccc([N+](=O)[O-])cc1)NCC1CCCCC1	nt	nt	3	nt	1
7	CC1CCN(C2(O)C(=O)Nc3ccc([N+](=O)[O-])cc32)CC1 (stereo not drawn)	4	0	4	0.3	-1
8	CC1CCN(C(=O)CSc2ccc(-c3cccc([N+](=O)[O-])c3)nn2)CC1	2	0	8	1.9	-1
9	Cn1ncc(Cl)c1C(=O)Nc1ccc2c(c1)CCC2	0	2	4	1.3	25
10	COc1ccc(N(CC(=O)NCc2cccnc2)S(=O)(=O)c2ccccc2)c(OC)c1	-3	-3	-2	2.6	0
11	COc1cccc2c1OCC(C(=O)OCc1cccnc1)=C2	-1	0	2	2.4	2
12	O=C(COc1ccc(S(=O)(=O)NCc2ccccc2)cc1)NCC1CCCO1 (stereo not drawn)	-2	-5	-5	-0.8	4

#	PP1 inh	HCV core dimer	proCasp3 act	procasp7 counter
1	-3	-5	-15	1
2	-1	-20	-4	4
3	9	6	-14	-1
4	-3	13	0	-10
5	0	2	1	-1
6	nt	nt	3	-2
7	-1	-2	0	1
8	-1	-3	7	0
9	-4	-1	1	3
10	-5	0	-6	-1
11	4	8	-3	-8
12	-1	0	3	11

Four of the compounds above, field by field:
(9) Cn1ncc(Cl)c1C(=O)Nc1ccc2c(c1)CCC2
  Fh CTSL1 inh: 0
  TPT1 inh: 2
  PAFAH2 FP inh: 4
  PP5 inh: 1.3
  AHR act: 25
  PP1 inh: -4
  HCV core dimer: -1
  proCasp3 act: 1
  procasp7 counter: 3
(10) COc1ccc(N(CC(=O)NCc2cccnc2)S(=O)(=O)c2ccccc2)c(OC)c1
  Fh CTSL1 inh: -3
  TPT1 inh: -3
  PAFAH2 FP inh: -2
  PP5 inh: 2.6
  AHR act: 0
  PP1 inh: -5
  HCV core dimer: 0
  proCasp3 act: -6
  procasp7 counter: -1
(11) COc1cccc2c1OCC(C(=O)OCc1cccnc1)=C2
  Fh CTSL1 inh: -1
  TPT1 inh: 0
  PAFAH2 FP inh: 2
  PP5 inh: 2.4
  AHR act: 2
  PP1 inh: 4
  HCV core dimer: 8
  proCasp3 act: -3
  procasp7 counter: -8
(12) O=C(COc1ccc(S(=O)(=O)NCc2ccccc2)cc1)NCC1CCCO1 (stereo not drawn)
  Fh CTSL1 inh: -2
  TPT1 inh: -5
  PAFAH2 FP inh: -5
  PP5 inh: -0.8
  AHR act: 4
  PP1 inh: -1
  HCV core dimer: 0
  proCasp3 act: 3
  procasp7 counter: 11

Later entries:
#	SMILES	Fh CTSL1 inh	TPT1 inh	PAFAH2 FP inh	PP5 inh	AHR act
13	CC(=O)O[C@H](CC(=O)O)C[N+](C)(C)C	-3	-2	-2	5.4	-3
14	N#Cc1c(NC(=O)c2ccc(Cn3cc(Br)cn3)o2)sc2c1CCCCCC2	-3	2	9	4.4	70*
15	Cc1ccc(C2CC(c3cccc(Br)c3)Nc3nnnn32)cc1 (stereo not drawn)	4	-1	-22	4.3	1
16	Cc1nc2ccccn2c1C(=O)/C=C/c1ccc(F)cc1	4	1	-8	2.1	-7
17	Cc1ccc(C(=O)COC(=O)c2cccc([N+](=O)[O-])c2)s1	nt	nt	-1	2.4	0
18	CN(C)[C@@H](CO)c1nnc([C@H](Cc2ccc(O)cc2)NC(=O)C2CCNCC2)o1	4	0	-4	-6.2	11
19	O=C(NC1CCCCCCC1)c1ccc(S(=O)(=O)N2CCCC2)cc1	-4	0	7	1.6	4
20	Cc1ccc(C(=O)Nc2c(-c3cccs3)c(=O)c3ccccc3n2C)cc1	-3	0	1	1.8	6
21	CCOC(=O)N1CCN(C(=O)CSCc2ccc(Cl)cc2)CC1	-3	-1	10	1.6	4
22	Cc1cc(OCC(O)CNC(C)c2ccccc2)ccc1C(C)C (stereo not drawn)	-3	2	-7	1.4	2
23	Cc1c(C(=O)N2CCOCC2)oc2ccc(S(=O)(=O)N3CCCC3)cc12	-3	-2	-2	0.6	2
24	COc1ccc(NC(=O)CN2C(=O)CC(C)(C)S(=O)(=O)c3ccccc32)cc1	-4	-1	-5	-1.0	-1

#	PP1 inh	HCV core dimer	proCasp3 act	procasp7 counter
13	2	3	1	3
14	7	3	2	-12
15	5	10	5	1
16	-3	7	4	2
17	2	nt	-2	-3
18	-2	-23	-4	-1
19	-2	5	-2	13
20	0	2	2	6
21	-2	-6	2	6
22	4	-16	-6	-7
23	-3	2	6	9
24	-8	-3	0	9

Continuation.
#	SMILES	Fh CTSL1 inh	TPT1 inh	PAFAH2 FP inh	PP5 inh	AHR act
25	O=C(COc1ccccc1)Nc1ccc(S(=O)(=O)NCc2ccco2)cc1	-1	-2	-2	0.5	-2
26	Cc1ccc(NC(=O)CN(C)CC(=O)Nc2sc3c(c2C(N)=O)CCC3)cc1	1	4	0	2.7	9
27	O=[N+]([O-])c1cccc(S(=O)(=O)Nc2ccc(S(=O)(=O)NCC3CCCO3)cc2)c1 (stereo not drawn)	1	-1	-2	0.8	-3
28	CC(C(=O)N(C1CC1)C1(C(=O)Nc2ccccc2)CCCC1)N1C(=O)c2ccccc2C1=O (stereo not drawn)	3	3	10	0.2	2
29	CSCCC(NC(N)=O)C(=O)NCc1ccc(Cl)cc1 (stereo not drawn)	-5	-4	-5	2.5	4
30	CC(C)(C)N(Cc1ccccc1)C(=O)CN1C(=O)NC2(CCCCCC2)C1=O	nt	nt	2	1.2	-2
31	O=C(c1ccccc1)c1ccc2nc(-c3ccc(NC(=O)c4ccccc4Br)cc3)[nH]c2c1	0	1	-50	5.1	-1
32	Cn1c(=O)c2c(ncn2Cc2cccc(Cl)c2)n(C)c1=O	-2	0	-10	0.4	0
33	Cc1c(C(=O)Nc2ccc(F)cc2)oc2ccc(S(=O)(=O)N3CCCC3)cc12	3	-1	1	1.2	3
34	O=C(Nc1ccc(F)cc1)c1ccc(S(=O)(=O)N2CCCC2)cc1	-4	-2	1	4.0	-1
35	CC1CC(C)CN(S(=O)(=O)c2ccc(C(=O)N(c3ccccn3)C3CCCCC3)cc2)C1 (stereo not drawn)	-2	0	4	1.6	2
36	CC(C)=CCN1CCN(Cc2cccnc2)CC1CCO (stereo not drawn)	0	-1	0	-0.2	5

#	PP1 inh	HCV core dimer	proCasp3 act	procasp7 counter
25	3	0	0	-4
26	2	8	10	1
27	-5	-3	5	5
28	-2	9	2	7
29	-1	-8	12	6
30	2	nt	2	9
31	-1	14	12	-2
32	0	5	-6	3
33	-3	23	5	2
34	0	-8	8	0
35	-5	12	3	6
36	0	0	5	10

Copied from above: nos. 26 to 27
#	SMILES	Fh CTSL1 inh	TPT1 inh	PAFAH2 FP inh	PP5 inh	AHR act
26	Cc1ccc(NC(=O)CN(C)CC(=O)Nc2sc3c(c2C(N)=O)CCC3)cc1	1	4	0	2.7	9
27	O=[N+]([O-])c1cccc(S(=O)(=O)Nc2ccc(S(=O)(=O)NCC3CCCO3)cc2)c1 (stereo not drawn)	1	-1	-2	0.8	-3

#	PP1 inh	HCV core dimer	proCasp3 act	procasp7 counter
26	2	8	10	1
27	-5	-3	5	5

Next structures:
#	SMILES	Fh CTSL1 inh	TPT1 inh	PAFAH2 FP inh	PP5 inh	AHR act
37	CC1CN(C2CCN(C(=O)c3ccccc3)CC2)CC(C)O1 (stereo not drawn)	-3	-1	-10	1.5	-1
38	Cc1[nH]n2c(=O)cc(Cc3ccccc3)nc2c1C#N	-3	-1	-3	-2.6	0
39	COc1cc(OC)c(C2SCCN2S(=O)(=O)c2ccc(F)cc2)cc1OC (stereo not drawn)	-3	-5	0	1.2	3
40	COc1ccc(C(=O)C2CCCN(C(=O)Cn3nc(C)cc3C)C2)cc1F (stereo not drawn)	-2	2	0	0.6	1
41	COc1cc(/C=C/C(=O)OCC(=O)c2c(N)n(C)c(=O)n(C)c2=O)ccc1O	0	5	-1	2.7	-2
42	COC(=O)C1C(=O)c2c([nH]c(C(=O)OCC3CCCO3)c2C)CC1C (stereo not drawn)	-1	-5	5	1.9	15
43	CC(/C=C/c1ccc(Cl)o1)=C\C(=O)O	11	-6	3	3.0	0
44	Cc1nn(C)cc1C(C(=O)NC1CCCCC1)N(C(=O)c1cnccn1)c1ccc(Oc2ccccc2)cc1 (stereo not drawn)	-2	0	-7	0.1	1
45	COC(=O)[C@]1(C)CCC[C@@]2(C)C3CC[C@]4(OC(C)=O)C[C@@]3(CCC21)CC4=NO (stereo partly drawn)	nt	nt	-3	4.5	-5
46	Cc1cc(=O)n2[nH]c(-c3sccc3-n3c(C)ccc3C)cc2n1	-1	4	nt	0.7	10

#	PP1 inh	HCV core dimer	proCasp3 act	procasp7 counter
37	-1	-1	-4	-1
38	-2	-1	5	6
39	-1	-5	-3	1
40	-4	-4	6	-3
41	-3	2	-2	-12
42	-1	-1	0	-3
43	-1	-9	-16	-9
44	-1	4	5	12
45	-7	nt	2	-2
46	1	23	4	1
